Bioassay records (PubChem)
p53 reactivation = mutant p53 re-activation in reporter cells. 320,000 tested, 0.063% active. Potency, µM (series often up to 92.2 µM), for the others: at the top dose activity change, positive = activation, usual class: activators. H1299 p53-A138V BP100-luciferase reporter, luminescence, 24 h; also: % of control where 0% means no effect; nearly all actives have a fitted effect of over 45% in size
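p53-null H1299 cells stably carrying temperature-sensitive p53-A138V and a BP100-luciferase reporter were pinned with compounds (4-point, 1:5 series) and held 24 hrs at 37 deg C. Luminescence was read 10 min after detection reagent.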
BRCA1 expr act = activators of BRCA1 expression | MCF7-BRCA1-FFLuc reporter, luminescence, 48 h; response scale: scaled: vehicle 0%, 10 µM genistein 100% | Potency, µM (series often up to 46.1 µM), for the others: at the top dose activation, most hits filed as activators | 380,000 tested, 1.1% active | AID 624202; also: nearly all actives have a fitted effect of over 80% in size; some results filed as inactive show a strong effect at the top dose
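Activators of BRCA1 expression were detected as increased firefly luciferase luminescence in engineered MCF7 cells after 48 h compound incubation. Signals were scaled to genistein 10 microM as full activation.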
NPC1 promoter act = NPC1 promoter activation | Huh7 NPC1 promoter luciferase reporter, 24 h | Potency, µM (highest dose often 9.22 µM), inactives show at the highest dose activation, hits mostly activators | 320,000 tested, 2.4% active | AID 485313;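 also: % of control where 0% means no effect; nearly all actives have a fitted effect of over 60% in size; reporter is driven by a mutant NPC1 promoter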
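Luminescence from an NPC1 promoter-driven luciferase reporter in stably transfected Huh7 cells was measured after 24 h compound treatment at 37 °C, followed by 10 min ambient incubation with luciferase detection reagent.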
uPA generation = blocks generation of uPA at the cell surface; 330,000 tested, 0.31% active; Potency, µM (series often up to 38.3 µM), for inactives: at the top dose activity change, negative = inhibition, most hits filed as inhibitors; cell surface uPA generation assay, qHTS; active = well fitted inhibition curve with a large enough effect; inconclusive = small, poorly fitted or top-dose-only effect; inactive = no such curve, though single readings can be large or run the other way; tested in mouse RAW 264.7 cells; also: % is scaled to controls: 0 for no effect and ±100 for the full control effect; nearly all actives have a fitted effect of over 55% in size
FLuc counter = counter-screen for miR-21 project: firefly luciferase inhibitors or activators; purified FLuc, Km substrates, luminescence inhibition; Potency, µM (doses to about 57.5 µM), for the others: top-dose activity change, negative = inhibition, most hits filed as inhibitors; 360,000 tested, 6.9% active;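 also: plate controls were vehicle for no effect and reference inhibitor for full effect; nearly all actives have a fitted effect of over 55% in size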
Target sequence (P08659 whole entry, looked up): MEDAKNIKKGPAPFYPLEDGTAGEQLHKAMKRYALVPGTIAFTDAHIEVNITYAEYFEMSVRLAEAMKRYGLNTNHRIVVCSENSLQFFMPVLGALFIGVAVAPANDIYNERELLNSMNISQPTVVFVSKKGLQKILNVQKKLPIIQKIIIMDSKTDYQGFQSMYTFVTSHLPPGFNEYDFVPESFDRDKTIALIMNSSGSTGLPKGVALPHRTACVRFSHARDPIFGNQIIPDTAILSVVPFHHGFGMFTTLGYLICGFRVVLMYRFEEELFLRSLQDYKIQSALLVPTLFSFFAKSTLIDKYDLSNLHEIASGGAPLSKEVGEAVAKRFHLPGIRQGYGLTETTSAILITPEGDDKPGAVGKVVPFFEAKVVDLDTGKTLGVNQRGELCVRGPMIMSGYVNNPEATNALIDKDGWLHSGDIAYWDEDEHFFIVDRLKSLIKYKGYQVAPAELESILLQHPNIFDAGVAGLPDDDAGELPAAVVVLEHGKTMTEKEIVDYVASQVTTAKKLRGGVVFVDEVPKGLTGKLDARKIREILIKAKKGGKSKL
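Biochemical qHTS of compounds, final roughly 60 µM downward over six points, against 10 nM purified firefly luciferase using Km concentrations of substrates (10 uM D-luciferin, 10 uM ATP) in Tris acetate pH 7.5 buffer; luminescence output.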
VP16 counter = inhibits Gal4-VP16 luciferase reporter, ROR gamma counter-screen. Drosophila S2 Gal4-VP16 UAS-luciferase, luminescence, 20 h. Potency, µM (series often up to 53.6 µM), without a hit: top-dose activity, negative = inhibition, actives largely listed as inhibitors. 310,000 tested, 3.5% active. AID 2546;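 also: Gal4-VP16 expression switched on by copper sulfate through the metallothionein promoter; % is scaled to controls: 0 for no effect and ±100 for the full control effect; nearly all actives have a fitted effect of over 50% in size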
MBNL1 CUG block = blocks human MBNL1 binding to CUG repeat RNA; Q9NR56; TR-FRET MBNL1-His/biotin-(CUG)12 binding, 665/545 ratio; Potency, µM (top dose mostly 57.5 µM), for the others: at the highest dose activity change, negative = inhibition, actives largely listed as inhibitors; 280,000 tested, 0.036% active; AID 2675; active = well fitted inhibition curve with a large enough effect in the signal ratio, with a control signal flat, not every such curve was filed as active; inconclusive = small, poorly fitted or top-dose-only effect, or effect the other way, or a change in a side signal; inactive = no such curve, though single readings can be large or run the other way; the % refers to the signal ratio; also: % is scaled to controls: 0 for no effect and ±100 for the full control effect
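TR-FRET between His-tagged MBNL1 and biotin-(CUG)12 RNA, detected with Tb anti-His antibody (0.055 ng/ul) and streptavidin-XL665 (5 nM), 60 min at room temperature. Compounds titrated 92 nM to 58 uM; 665/545 nm ratio normalized to buffer and complex controls.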
RORgamma inh = inhibitors of mouse ROR gamma transcriptional activity | Drosophila S2 Gal4-RORgamma UAS-luciferase reporter, 20 h | Potency, µM (titrated, usually from 53.6 µM), for the others: at the highest dose activity change, negative = inhibition, actives largely listed as inhibitors | 310,000 tested, 5.4% active | AID 2551; also: % is scaled to controls: 0 for no effect and ±100 for the full control effect; nearly all actives have a fitted effect of over 60% in size
Target sequence (P51450 whole entry, looked up, the tested form may be a part): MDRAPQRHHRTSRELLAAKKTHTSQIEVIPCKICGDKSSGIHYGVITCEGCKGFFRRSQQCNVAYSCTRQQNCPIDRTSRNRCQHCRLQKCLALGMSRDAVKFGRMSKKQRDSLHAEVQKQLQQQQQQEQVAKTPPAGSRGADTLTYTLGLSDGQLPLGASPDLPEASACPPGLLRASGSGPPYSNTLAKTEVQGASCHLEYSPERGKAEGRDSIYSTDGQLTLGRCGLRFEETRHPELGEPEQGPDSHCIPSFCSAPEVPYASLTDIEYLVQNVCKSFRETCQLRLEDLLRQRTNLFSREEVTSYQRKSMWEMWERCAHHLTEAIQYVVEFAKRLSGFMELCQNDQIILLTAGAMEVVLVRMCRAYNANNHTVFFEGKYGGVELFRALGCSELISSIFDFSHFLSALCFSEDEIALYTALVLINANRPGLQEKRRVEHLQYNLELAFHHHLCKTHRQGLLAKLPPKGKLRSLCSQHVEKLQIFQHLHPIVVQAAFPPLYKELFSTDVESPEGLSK
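Stable Schneider cell line, Gal4 DNA-binding domain fused to ROR gamma, UAS-luciferase. Cmpd 1 hr RT → CuSO4 700 uM final → 20 hr RT → luciferase reagent 10 min → luminescence.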
ELG1 genotoxic = induces genotoxicity in HEK293T cells with luciferase-tagged ELG1; Potency, µM (doses to about 46 µM), inactives show at the highest dose activity change, positive = activation, usual class: activators; 330,000 tested, 1.3% active; HEK293T ELG1-luciferase reporter, luminescence, 16 h; also: % of control where 0% means no effect; nearly all actives have a fitted effect of over 60% in size
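Genotoxic stress is detected as increased luminescence from luciferase-tagged ELG1 in HEK293T cells, measured with ONE-Glo after a 16 hr treatment at 37 °C.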
Rab9 promoter act = Rab9 promoter activation | Huh7 Rab9 promoter-luciferase reporter, luminescence, 24 h | Potency, µM (highest dose often 9.22 µM), inactives show at the top dose activation, negative = inhibition, usual class: activators | 320,000 tested, 2.8% active; also: % of control where 0% means no effect; nearly all actives have a fitted effect of over 60% in size
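Luciferase signal after 10 min detection reagent at ambient indicates Rab9 promoter upregulation; stably transfected Huh7 cells were treated 24 h with compound in DMSO at 37 °C, 5% CO2.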
* hit, by the source's call; ? = inconclusive; nt = no result given; & = joins results of further samples; [ ] = dose if it differs, or a comment. Unless noted, calls follow the shape of the dose curve; as a rule, active = well fitted curve in the direction sought with a large enough effect; inconclusive = small, poorly fitted or top-dose-only effect, or another doubt; inactive = no such curve, though single readings can be large; an effect the other way counts as inactive or inconclusive. Potency is read from the fitted curve at half-maximal effect.

SMILES	p53 reactivation	BRCA1 expr act	NPC1 promoter act	uPA generation	FLuc counter	VP16 counter	MBNL1 CUG block	RORgamma inh	ELG1 genotoxic	Rab9 promoter act
Cc1cc(C(=O)CSc2nnc3ccccn23)c(C)n1-c1ccccc1	-6%	-84%[inhibitor]	?	-4%	0.19µM*	2.8µM*	nt	5µM*	?	?
O=C(CSc1nnnn1Cc1ccccc1)Nc1cccc(F)c1	-2%	-18%	0%	3%	6%	-13%	0%	10%	5%	-3%
Brc1ccccc1Cn1cnc2ccccc21	nt	-7%	-1%	-6%	2%	?	-3%	?	-1%	-2%
COc1ccccc1C(=O)Nc1ccc(C(=O)N2CCCCC2)cc1	-7%	34%	4%	10%	?	-1%	-4%	-7%	2%	3%
COC(=O)c1ccc2c(=O)[nH]c(CSc3nc(-c4ccc(F)cc4)cs3)nc2c1	3%	-31%	5%	-11%	-1%	?	-5%	-39%	18%	-5%
CCN(c1ccccc1)S(=O)(=O)c1ccc(C(=O)OC(C)C(=O)NCCC2=CCCCC2)cc1 (stereo not given)	9%	-15%	-1%	-21%	1%	-7%	-4%	26%	-3%	-1%
CC1CCC2C(=O)N(c3cccc(C(=O)Nc4ccccc4Cl)c3)C(=O)C2C1 (stereo not given)	6%	0%	-2%	-1%	-2%	-3%	-7%	10%	-1%	0%
COC(=O)c1c(C)nc(C)c(C(=O)OC)c1-c1ccc(OC)c(OC)c1	0%	-11%	-3%	0%	2%	1%	-5%	-1%	4%	-9%
COCCNC(=O)C(c1ccc(F)cc1)N(CCOC)C(=O)CCC(=O)Nc1nccs1 (stereo not given)	5%	-20%	1%	-3%	1%	-3%	2%	17%	?	1%
O=C(Cn1[nH]c(=O)c2ccccc2c1=O)N1CC=C(c2ccccc2)CC1	-2%	-22%	0%	1%	-2%	-8%	-7%	-2%	5%	-2%
O=C(COc1ccc(Cl)cc1)Nc1ccccc1Cl	?	-4%	16%	2%	17µM*	4%	-6%	5%	?	-4%
O=C(O)C1CCN(C(=O)COc2ccc3c4c(c(=O)oc3c2)CCC4)CC1	24%	0%	3%	3%	?	-15%	21%	-13%	1%	-1%
COc1ccc(/C=C(/NC(=O)c2ccco2)C(=O)Nc2ccc(C(=O)O)cc2)cc1	2%	-2%	-2%	1%	-2%	1%	3%	27%	0%	2%
COc1ccc(OCC(=O)Nc2ncc3c(n2)CC(C)(C)CC3=O)cc1	-1%	1%	11%	-1%	-1%	5%	0%	9%	2%	1%
O=C(Nc1ccc(CN2CCCCC2)cc1)c1cc(Br)ccc1Cl	-2%	-16%	-3%	-6%	-2%	1%	-9%	2%	0%	4%
CC(C)C(NC(=O)C12CC3CC(CC(C3)C1)C2)C(=O)O (stereo not given)	2%	0%	2%	-2%	-1%	1%	-6%	13%	3%	0%
Oc1ccccc1CN1CCCC(N2CCc3ccccc3C2)C1 (stereo not given)	9%	-26%	-6%	11%	-2%	1%	-4%	8%	-11%	0%
COC(=O)c1ccccc1NC(=S)N(Cc1ccc2c(c1)OCO2)Cc1cc2ccc(OC)cc2[nH]c1=O	-3%	-24%	-5%	-2%	1%	-5%	?	41%	-9%	-5%
N#Cc1ccccc1CSc1nnc(-c2ccncc2)o1	?	1%	?	-11%	?	14%	-11%	3%	?	?
CCN(CC)CCN(C)Cc1ccc(Br)cc1	5%	-1%	-5%	1%	-1%	-1%	-11%	-43%	1%	0%
Cc1snc(SCC(=O)N/N=C(\N)COc2cccc(C(F)(F)F)c2)c1C#N	-5%	4%	3%	1%	-1%	6.3µM*	-11%	5µM*	9%	2%
Cc1ccc(Nc2nc(/N=C/NO)n[nH]2)cc1C	6%	74%	15%	2%	-6%	-3%	-4%	?	21%	3%
CCOC(=O)c1c(NC(=O)COC(=O)c2cnccn2)sc(C(=O)NC)c1C	4%	-30%	0%	-1%	5%	nt	nt	nt	-1%	-2%
Cc1ccc(N2C(=O)N(CC(=O)C(C)(C)C)c3ccccc3S2(=O)=O)cc1	-2%	nt	-2%	nt	-2%	-9%	-2%	8%	-6%	-6%
Cc1ccc2c(c1)N(CC(=O)NCc1cccs1)C(=O)C(C)O2 (stereo not given)	-5%	-6%	0%	3%	-4%	5%	-10%	26%	-1%	-2%
N/C(=N\c1nc2c(c(=O)[nH]1)CCCC2)Nc1ccccc1	15%	1%	3%	3%	-20%	2%	-5%	11%	1%	11%
COc1ccc(CCN(C)C(=O)C23CC4CC(CC(Cl)(C4)C2)C3)cc1OC	-4%	44%	-5%	-2%	-1%	-15%	-5%	12%	-6%	1%
COCc1cc(C)nc(OCC(=O)N/N=C/c2ccccc2)c1C#N	-3%	-4%	-9%	5%	-7%	-4%	-1%	6%	-13%	-3%
C/C(=N/OCO/N=C(\C)c1ccccc1)c1ccccc1	-1%	-12%	0%	15%	13%	0%	2%	29%	2%	-4%
COc1ccc(C(=O)CSc2[nH]c(=O)cc(C(F)(F)F)c2C#N)cc1	-3%	-3%	4%	4%	-14%	-11%	nt	?	-2%	4%
C#Cc1cccc(-n2nnc(C(C)=O)c2C)c1	0%	-3%	-1%	-5%	0%	-5%	-7%	7%	2%	-1%
CCc1ccc(-c2cc(C)no2)cc1S(=O)(=O)Nc1ccc(C)cn1	7%	-9%	1%	-8%	-1%&-18%	-8%	-10%	20%	1%	-1%
COc1ccc(C(=O)Nn2c(C)nc3ccccc3c2=O)cc1[N+](=O)[O-]	-6%	-4%	1%	8%	1%	4%	?	-19%	0%	-1%
Cc1ccccc1NC(=O)c1cccc(N2C(=O)C3CCCCC3C2=O)c1 (stereo not given)	3%	7%	3%	1%	-2%	11%	-10%	48%	-11%	2%
Cc1ccccc1NC(=O)NC1CCCc2ccccc21 (stereo not given)	-2%	-7%	1%	-6%	1%	-5%	5%	1%	-3%	2%
Cc1cccc(Nc2nc(N3CCCC3)nc(N3CCCC3)n2)c1	-2%	-22%	0%	nt	0%	1%	11%	-11%	-10%	-3%
O=C(c1ccc(Br)o1)N(Cc1ccccc1)c1ccccn1	-5%	-1%	1%	3%	0%	?	13%	?	-6%	-3%
Cc1ccc(NC(=O)CCC(=O)OC(C(=O)c2ccc(C)c(C)c2)c2ccccc2)c(C)c1 (stereo not given)	-4%	17%	-4%	1%	4%	7%	-22%	-25%	1%	1%
CCCn1nc(C(=O)Nc2cc(C(=O)OC)ccc2C)c2ccccc2c1=O	23%	-6%	-4%	nt	-1%	-2%	-4%	4%	3%	0%
CCOCCCNC(=O)C(NC(=O)c1ccccn1)c1ccc(C)cc1 (stereo not given)	-3%	15%	0%	0%	2%	-16%	-6%	51%	1%	0%
CS(=O)(=O)c1ccc(N2CCN(c3ccccn3)CC2)c([N+](=O)[O-])c1	-5%	-15%	-2%	-1%	4%	14%	?	22%	-3%	4%
CC(NC(=O)c1ccc(Cl)cc1)C(=O)NC1=NCCS1 (stereo not given)	-4%	13%	-7%	1%	0%	-1%	-12%	-8%	-1%	4%
COc1ccccc1/C=C/C=N/n1c(-c2ccc(C)cc2)n[nH]c1=S	1%	-49%	0%	-1%	?	2.8µM*	-2%	1.1µM*	-1%	-4%
CCOC(=O)C1=CN(Cc2cccc(I)c2)S(=O)(=O)N(C)C1C (stereo not given)	-2%	0%	nt	0%	nt	nt	nt	nt	6%	nt
Cc1cc(NC(=O)COc2ccc(Cl)cc2Cl)n(CCC#N)n1	?	0%	?	10%	19µM*	11%	3%	?	0%	?
Cc1cccc(Nc2nc3c(c(=O)n(C)c(=O)n3C)n2CC(O)CO)c1 (stereo not given)	0%	-54%	-2%	15%	5%	-6%	-16%	7%	0%	0%
Cc1ccc(-c2cc(-c3ccc(F)cc3)n[nH]2)c(O)c1	?	-8%	?	3%	4.3µM*	7.1µM*	-2%	5.6µM*	?	4µM*
C/C(=N\NC(=O)Cn1nc(C)c(Br)c1C)c1cccs1	-8%	3%	-6%	18%	6%	-13%	-5%	-3%	-1%	-6%

Some of these compounds in order of their number in NPC1 promoter act, ascending.
SMILES	NPC1 promoter act
Oc1ccccc1CN1CCCC(N2CCc3ccccc3C2)C1 (stereo not given)	-6%
CCOCCCNC(=O)C(NC(=O)c1ccccn1)c1ccc(C)cc1 (stereo not given)	0%
Cc1ccc(Nc2nc(/N=C/NO)n[nH]2)cc1C	15%

Next section:
SMILES	p53 reactivation	BRCA1 expr act	NPC1 promoter act	uPA generation	FLuc counter	VP16 counter	MBNL1 CUG block	RORgamma inh	ELG1 genotoxic	Rab9 promoter act
COc1cccc(CNS(=O)(=O)c2c(C)nc3scc(C)n3c2=O)c1	4%	0%	-1%	-1%	2%&1%	0%	0%	0%	0%	-3%
Cc1cccc(NC(=O)CSc2nc3[nH]ncc3c(=O)[nH]2)c1	7%	2%	-1%	1%	-13%	-3%	11%	7%	0%	-4%
CC(=O)Nc1ccn(Cc2c(F)cccc2Cl)n1	14%	?	20%	0%	?	22%	0%	1%	10%	18%
CC(C)c1ccc(C2(C)NC(=O)N(CC(=O)NC3CCCC(C)C3C)C2=O)cc1 (stereo not given)	7%	-15%	-6%	?	5%	nt	nt	nt	-4%	-5%
O=C(CCCn1c(=S)[nH]c2cc3c(cc2c1=O)OCO3)N1CCN(c2ccccc2)CC1	6%	1%	-7%	-1%	1%	-3%	-5%	-40%	-7%	-5%
